# Assay outcomes from PubChem BioAssay.
# M4 antag: antagonists of human muscarinic M4 receptor (CHRM4); P08173; CHO-hM4 cells, ACh EC80, Fluo-8 calcium fluorescence; inhibition, % at 3 µM; 360,000 compounds, 0.73% hits;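 active = inhibition above its plate's cutoff, the mean inhibition of sample wells plus 3 SD, cut at about 27% in these data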;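 also: 0% = acetylcholine EC80 with DMSO and 100% = DMSO without agonist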
# Target sequence (P08173 whole entry, looked up): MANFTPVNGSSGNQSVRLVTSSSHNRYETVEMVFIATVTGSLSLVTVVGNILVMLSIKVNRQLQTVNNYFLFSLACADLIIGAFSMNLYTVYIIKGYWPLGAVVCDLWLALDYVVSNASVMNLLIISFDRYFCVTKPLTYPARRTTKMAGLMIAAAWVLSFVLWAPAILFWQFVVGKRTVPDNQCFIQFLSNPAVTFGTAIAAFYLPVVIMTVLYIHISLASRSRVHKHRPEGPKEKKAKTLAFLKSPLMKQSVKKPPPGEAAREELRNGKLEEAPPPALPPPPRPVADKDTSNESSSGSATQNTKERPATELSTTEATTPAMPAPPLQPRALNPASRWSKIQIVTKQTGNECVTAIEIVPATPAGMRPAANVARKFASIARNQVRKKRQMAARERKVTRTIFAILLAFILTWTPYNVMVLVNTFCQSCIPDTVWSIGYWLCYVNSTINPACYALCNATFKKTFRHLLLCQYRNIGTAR
# M1 PAM: human CHRM1 positive allosteric modulation. activation, % at 3 µM. CHO-K1 hM1, Fluo-8 calcium fluorescence, ACh EC20; 0% = ACh EC20, 100% = maximal ACh. 360,000 compounds, 0.088% hits; in the data active = activation above about 19%, passing the limit was not always enough
# Target sequence (P11229 whole entry, looked up): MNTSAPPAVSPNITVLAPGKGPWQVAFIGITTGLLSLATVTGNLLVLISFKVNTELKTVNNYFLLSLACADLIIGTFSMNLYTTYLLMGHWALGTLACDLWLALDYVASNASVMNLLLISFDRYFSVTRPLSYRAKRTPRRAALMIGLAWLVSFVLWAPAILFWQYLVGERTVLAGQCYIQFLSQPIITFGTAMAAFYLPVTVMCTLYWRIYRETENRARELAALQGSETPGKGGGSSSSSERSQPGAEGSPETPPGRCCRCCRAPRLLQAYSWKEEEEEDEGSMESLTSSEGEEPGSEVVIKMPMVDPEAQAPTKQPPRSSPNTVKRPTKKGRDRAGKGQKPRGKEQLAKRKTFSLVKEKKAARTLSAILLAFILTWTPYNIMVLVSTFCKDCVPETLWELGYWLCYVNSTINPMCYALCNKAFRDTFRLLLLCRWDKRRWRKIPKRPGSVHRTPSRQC
# M4 PAM: positive allosteric modulators of human muscarinic M4 receptor. P08173. CHO-K1 hM4/Gqi5, Fluo-8 calcium fluorescence, ACh EC20; 0% = ACh EC20, 100% = maximal ACh. activation, % at 3 µM. 360,000 compounds, 0.4% hits. AID 624126;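 active = activation above its plate's cutoff, the mean activation of sample wells plus 3 SD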; also: some results filed as inactive read as strong as hits
# CRFBP-R2 agonist: agonists of human CRF-binding protein/CRF-R2 receptor complex; activation, % at 13.2 µM; HEK293 CRF-R2/CRF-BP, calcium dye fluorescence (FLIPR); percent of saturating CRF peptide response; AID 588473; 350,000 compounds, 0.46% hits;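 active = activation of at least 50%, plus an integration ratio under a set limit after plate pattern correction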;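 also: plate controls were neutral control wells without compound for no effect and CRF at EC100 for full effect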
# M5 ag: CHRM5 agonism in calcium assay | P08912 | 360,000 compounds, 0.19% hits | CHO-K1 hM5 cells, Fluo-8 calcium fluorescence; 0% DMSO wells, 100% maximal acetylcholine response | activation, % at 3 µM;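 active = activation above the run's mean over test compounds plus 3 SD, cut at about 23% in these data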;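 also: signal is peak over basal fluorescence ratio across the kinetic read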
# M5 antag: CHRM5 antagonism in calcium assay; 360,000 compounds, 0.59% hits; AID 624040; inhibition, % at 3 µM; P08912; CHO-hM5 cells, Fluo-8 calcium fluorescence, ACh EC80;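 active = inhibition above a per-plate cutoff, the mean of that plate's test compounds plus 3 SD, cut at about 27% in these data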;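 also: 0% = acetylcholine EC80 with DMSO and 100% = DMSO without agonist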
# CRFR2-BP antag: blocks CRF-induced signaling of the CRF-BP/CRF-R2 complex; HEK293 CRF-R2/CRF-BP, CRF-induced calcium fluorescence; 350,000 compounds, 0.59% hits; inhibition, % at 11.8 µM; AID 588475;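 active = inhibition of the ligand-induced calcium signal above about 50% at the single tested concentration, limit read from the data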
# M5 PAM: CHRM5 positive allosteric modulation. activation, % at 3 µM. CHO-K1 hM5, Fluo-8 calcium, ACh EC20 PAM; 0% = ACh EC20, 100% = ACh EC100. P08912. 360,000 compounds, 0.3% hits;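 active = activation above the run cutoff, the mean activation of all test compounds plus 3 SD, cut at about 18% in these data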
#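 Replicates: One well per compound, no replicates | System: Human M5 receptor in CHO-K1 cells | Benchmarks: Low control EC20 acetylcholine (0%), high control EC100 acetylcholine (100%) | Probe or stimulus: Acetylcholine, EC20 level | Times: Fluo-8 loading 80 min at 37 °C plus 30 min room temperature | Signal: Intracellular calcium via Fluo-8 fluorescence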
# CHRM4 agonist: agonists of human muscarinic M4 receptor (CHRM4) | CHO-K1 hM4/Gqi5, Fluo-8 calcium fluorescence; vehicle 0%, full acetylcholine response 100% | activation, % at 3 µM | 360,000 compounds, 0.14% hits | AID 624127;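 active = activation above the run mean over all test wells plus 3 SD, cut at about 32% in these data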;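 also: peak over basal fluorescence ratio per well then scaled between controls; 0% = DMSO wells and 100% = acetylcholine at EC100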
# The depositor's hits bear a star; . = not tested or not shown. Hits appear at their usual frequency; any-hit rate near 2.6%.
SMILES,M4 antag,M1 PAM,M4 PAM,CRFBP-R2 agonist,M5 ag,M5 antag,CRFR2-BP antag,M5 PAM,CHRM4 agonist
Cc1ccc(C)c(NC(=O)C(CC(=O)O)C2CCCO2)c1 (configuration not stated),5.0,19.5,3.4,1.8,1.2,4.1,-4.1,5.5,-0.1
CCS(=O)(=O)c1ccc(O)c(NC(=O)c2cc(OC)c(OC)c(OC)c2)c1,4.6,3.8,-1.6,-3.4,-1.3,3.2,16.8,-1.5,1.8
COC(=O)c1nc2cc(C)ccn2c1F,-5.7,12.7,3.1,-0.4,0.4,6.0,-7.7,-1.4,0.4
Cc1ccc(NC(=O)c2ccc(=O)[nH]c2)cc1S(=O)(=O)N1CCCCC1,-5.5,16.5,8.4,-0.8,-4.3,-9.2,-16.4,17.7,0.7
CCNC(=O)C1(C)CCN(C(=O)c2cccc(OC(C)=O)c2C)C1 (configuration not stated),-4.9,4.4,1.3,.,0.5,6.2,.,-1.8,0.9
Cc1c(C(=O)OC(C)CCN(C)C)oc2ccccc12 (configuration not stated),30.5*,-22.1,-20.8,-0.5,-5.4,7.3,11.9,-13.2,0.8
COc1ccc(Cl)cc1C(=O)Nc1ccc(Br)c(C)n1,-4.8,1.2,3.9,-0.7,2.8,5.8,-0.9,-9.2,1.2
COc1ccc(CNC(=O)C2CCCN2S(=O)(=O)c2ccccc2)cc1 (configuration not stated),-0.8,-0.1,3.1,0.4,-0.8,0.4,-11.7,5.3,2.9
CCNc1nc(Sc2ccc(C)cc2)cc(C(F)(F)F)n1,-6.5,6.1,0.8,1.6,-2.3,-1.7,0.1,-3.5,-1.6
COc1ccc(OC)c(C(=O)N2CCC(CCC(=O)NC3CC3)CC2)c1,2.1,6.0,4.6,0.7,-3.0,5.7,-4.2,-3.9,0.1
O=C(O)C1=NN(c2ccccc2)C(=O)C1,-9.5,8.5,-6.4,-1.0,2.4,-7.4,9.7,6.4,0.3
O=C(CCCOc1ccccc1)N1CCN(c2ccccc2)CC1,2.3,1.8,7.3,0.1,-0.1,5.6,2.5,-1.8,2.1
COc1ccc([N+](=O)[O-])cc1NC(=O)c1ccc(N(Cc2ccccc2C)S(C)(=O)=O)cc1,-1.2,-3.9,-6.9,4.0,0.3,15.3,-6.4,-21.0,14.2
CC(=O)NCCCc1nc2ccccc2n1Cc1c(F)cccc1Cl,-10.2,5.9,1.9,-1.7,6.5,-8.0,8.3,0.0,0.3
CC(=O)/C(=N\Nc1ccccc1)Sc1nnc(-c2ccccc2)n1-c1ccccc1,6.1,0.4,-3.7,-0.8,-0.3,-4.6,-13.4,-3.2,1.1
O=[N+]([O-])c1nn(-c2cccc(Cl)c2)n(O)c1=NCc1cccnc1,3.5,9.3,-8.2,-1.4,-3.0,-3.9,-13.8,-0.8,1.1
COc1ccc(-c2cc(NC=O)c3ncc(-c4cccc(C(=O)NCCN(C)C)c4)n3c2)cc1,-7.2,1.1,7.4,.,-2.0,-4.5,.,-1.5,0.5
Cc1nc2c(o1)CCc1ccccc1C2O (configuration not stated),4.7,4.9,8.4,-0.5,-0.8,-5.2,14.4,-1.2,0.1
O=C(CCCCn1cnc2c(=S)nc[nH]c21)Nc1ccc(C(=O)O)cc1,4.2,10.0,-2.8,-0.9,0.6,18.1,13.9,-2.7,-0.2
C[C@H](CO)N1C[C@H](C)[C@H](CN(C)C(=O)c2ccccc2F)Oc2ncc(Br)cc2C1=O,-13.4,6.4,9.8,-0.8,0.9,1.6,10.1,-3.5,0.5
COc1cc(NC(=O)CN2C(=O)C(C)N(c3ccc(C)cc3)C2=O)cc(OC)c1 (configuration not stated),9.9,6.1,0.4,-1.8,1.9,1.9,5.7,-0.1,2.2
Cc1nnc(NC(=O)c2ccc(S(=O)(=O)N3CC(C)CC(C)C3)cc2)o1 (configuration not stated),-0.9,4.3,2.2,-3.9,-1.4,13.9,1.0,-4.5,0.2
O=C1C=C(c2cccc(Cl)c2O)C[C@@H](c2ccc(Cl)cc2)C1,10.8,-1.3,-1.2,-1.1,-1.1,7.2,21.2,-9.3,9.7
CC(=O)Nc1cccc(-c2ccnc3c2CC(C(=O)Nc2cccc(N(C)C)c2)O3)c1 (configuration not stated),-15.8,0.8,-7.7,.,4.7,-1.2,.,-10.7,18.2
CCOc1ccc(Cc2c(O)nc(SC)[nH]c2=O)cc1,0.1,5.5,5.2,0.4,0.0,1.1,2.5,1.3,-1.2

# Next section.
SMILES,M4 antag,M1 PAM,M4 PAM,CRFBP-R2 agonist,M5 ag,M5 antag,CRFR2-BP antag,M5 PAM,CHRM4 agonist
Cc1cc(C)n(C(=O)c2c([N+](=O)[O-])c(C)nn2C)n1,8.8,4.8,-8.4,-1.1,-0.5,11.8,7.6,-3.0,-0.6
COCCn1c(SCC(=O)c2ccc(CNC(C)=O)o2)nc2ccccc2c1=O,-3.7,9.8,1.3,0.1,-6.6,-5.4,-5.0,3.8,2.5
COC(=O)C1=CN(c2ccc(OC)cc2)C=C(C(=O)OC)C1c1cccc(F)c1,6.7,0.8,-4.2,0.3,-3.0,4.5,12.4,-8.5,-0.8
COc1ccc(N=C2S/C(=C\c3ccc(OCC(=O)O)cc3)C(=O)N2CCc2c[nH]c3ccccc23)cc1,-8.2,-8.9,-5.7,1.5,7.7,-6.2,25.2,-11.2,2.3
CC1(c2ccccc2)NC(=O)N(CC#N)C1=O (configuration not stated),1.9,4.0,0.7,-0.9,-0.6,8.7,-0.5,-5.8,2.3
CCOc1cc(Cl)c(NC(C)=O)cc1OCC,7.5,3.6,-2.0,0.0,-1.6,8.2,-17.9,-3.4,0.0
O=C(c1ccco1)N1CCN(c2nc3ccccc3n3nnnc23)CC1,-14.3,-6.2,-6.7,2.9,3.3,-3.1,-33.5,-13.2,9.4
CCCCCN(C(=O)CCC(=O)OCC(=O)N(CC)C1CCCCC1)c1c(N)n(CCCC)c(=O)[nH]c1=O,-14.7,13.2,1.4,-0.1,-5.8,-0.5,20.0,7.6,-0.1
Cc1c(Cl)cccc1NC(=O)c1ncn[nH]1,3.6,8.9,14.8,-1.6,-4.9,5.9,0.4,-6.4,-0.6
Cc1ccc(OCC(=O)NNC(=O)C(C)Sc2ncnc3sc(C)c(C)c23)cc1 (configuration not stated),-7.1,-0.3,1.2,0.5,-2.7,0.5,18.1,-1.3,-0.2
Oc1ccc2[nH]ccc2c1,8.8,3.5,-1.9,2.4,-0.3,6.2,28.2,-2.5,-0.6
O=C(CSc1nc2c(cnn2-c2ccccc2)c(=O)[nH]1)c1ccc(Cl)cc1,-0.1,6.6,5.0,-2.4,-0.9,-5.9,-5.5,3.8,-0.1
O=C(Nc1cnc2ccccc2c1)c1ccco1,-5.3,-3.0,4.3,0.8,-6.1,5.6,21.4,0.7,1.7
O=C(Nc1cc(S(=O)(=O)N2CCOCC2)ccc1Oc1ccc(F)cc1)C1=COCCO1,-9.0,3.9,-4.0,-1.7,-1.3,2.8,-4.2,6.0,2.0
CC(C)CC1NC(=O)N(CC(=O)N2CCN(S(=O)(=O)c3ccccc3)CC2)C1=O (configuration not stated),-1.6,6.8,1.9,3.6,-1.4,2.2,7.6,1.3,0.7
Cc1oc(C(=O)O)cc1CSCc1cc(C(=O)O)c(C)o1,1.2,7.0,8.9,0.6,-1.5,-7.2,-14.2,7.8,0.9
O=C(N/N=C1\CC(c2ccccc2)Oc2ccccc21)c1ccccn1 (configuration not stated),-1.3,-1.1,-8.1,-0.2,5.4,6.4,-5.7,-4.4,2.1
COc1cc(CNC2CCC(C)C2)cc(OC)c1 (configuration not stated),-8.2,4.8,-2.5,9.7,1.2,-3.1,6.8,-0.9,-0.2
Cc1ccc(COC[C@H](CC(C)C)N2CCN(C(=O)c3cccc(C(F)(F)F)c3)CCC2=O)cc1,-19.7,.,11.3,.,-0.9,6.6,.,-8.2,5.2
COc1ccc([C@H]2/C=C\CN(S(=O)(=O)c3ccc4ccccc4c3)[C@@H](C)C(=O)N2Cc2ccc(F)cc2)cc1,4.9,-13.0,-7.3,3.5,-0.7,12.3,-9.5,-15.0,2.7
CCOC(=O)C(CC(=O)Nc1nc(C(C)=O)c(C)s1)C(C)c1ccccc1 (configuration not stated),-13.7,-0.6,-0.8,-0.5,-5.5,-0.3,-27.3,-5.1,7.4
O=C(Nc1cccc(S(=O)(=O)c2cccc(NC(=O)C3CC3)c2)c1)C1CC1,2.0,-5.2,2.6,-0.5,7.0,9.3,-30.2,-8.9,14.6
Cc1ccccc1CC1(CO)CCCN(C(=O)c2ccc(F)cc2)C1 (configuration not stated),4.5,5.2,2.6,20.3,3.9,8.4,-22.2,0.2,6.9
C#CCO[C@@H]1C[C@H](n2ccc(NC(=O)c3ccccc3)nc2=O)O[C@@H]1CO,13.6,-1.4,4.2,-3.5,3.5,4.8,-18.1,-5.1,2.6
O=C(NC1CC2CCCC(C1)N2C(=O)N1CCCCC1)C1CCCCC1 (configuration not stated),-3.2,6.8,1.2,-0.7,-3.3,-1.3,10.0,2.2,0.4

# Other records:
SMILES,M4 antag,M1 PAM,M4 PAM,CRFBP-R2 agonist,M5 ag,M5 antag,CRFR2-BP antag,M5 PAM,CHRM4 agonist
CN(C)S(=O)(=O)Nc1ccc(Cc2ccncc2)cc1,-2.8,-5.6,-2.0,-1.8,1.3,5.9,2.2,-3.8,1.7
COc1ccc(C(=O)NCC(=O)NCC2COc3ccccc3O2)cc1 (configuration not stated),3.0,1.4,6.9,0.5,-7.2,2.1,-1.6,-2.2,0.6
CCCC1CC(C)(c2csc(Nc3ccc(OCC)cc3)n2)OC1=O (configuration not stated),2.4,-9.8,-14.5,1.7,-1.2,11.2,-26.5,-11.6,-0.8
CCC(C)(CN(C)C)OC(=O)c1ccccc1 (configuration not stated),-9.4,7.6,6.4,0.5,-0.6,-4.6,-5.6,5.2,0.3
CNc1ncnc2c1ncn2[C@H]1CN(Cc2cccc3ccccc23)C[C@@H](CO)O1,-0.3,-7.1,-9.1,.,4.2,3.7,.,-4.3,11.0
Cc1cc(Br)ccc1NC(=S)N1CCOCC1,3.3,-0.6,-1.4,-0.9,-2.9,11.1,-10.6,-1.7,0.7
CCn1c(=O)cc(SCC(=O)NCC2CCCO2)c2ccccc21 (configuration not stated),-6.4,8.9,10.2,-0.5,-1.4,-3.2,13.5,1.4,-0.1
CN(C)Cc1csc(NC(=O)Nc2ccccc2Oc2ccccc2)n1,-8.3,-6.3,-0.1,.,0.1,-3.8,.,-3.5,6.0
CCOCCn1c(N2CCN(c3ccccc3)CC2)nc2c1c(=O)n(C)c(=O)n2C,5.1,6.4,-6.5,1.1,2.3,3.2,-3.0,-2.6,1.5

# A few values from above.
# CHRM4 agonist with Cc1c(Cl)cccc1NC(=O)c1ncn[nH]1 is entered as -0.6
# M5 antag with CC(=O)Nc1cccc(-c2ccnc3c2CC(C(=O)Nc2cccc(N(C)C)c2)O3)c1 (configuration not stated) is entered as -1.2

# Three compounds already listed, arranged by heavy-atom count, lowest first:
SMILES,M4 antag,M1 PAM,M4 PAM,CRFBP-R2 agonist,M5 ag,M5 antag,CRFR2-BP antag,M5 PAM,CHRM4 agonist
CN(C)S(=O)(=O)Nc1ccc(Cc2ccncc2)cc1,-2.8,-5.6,-2.0,-1.8,1.3,5.9,2.2,-3.8,1.7
CCn1c(=O)cc(SCC(=O)NCC2CCCO2)c2ccccc21 (configuration not stated),-6.4,8.9,10.2,-0.5,-1.4,-3.2,13.5,1.4,-0.1
CCOCCn1c(N2CCN(c3ccccc3)CC2)nc2c1c(=O)n(C)c(=O)n2C,5.1,6.4,-6.5,1.1,2.3,3.2,-3.0,-2.6,1.5
